# Compound activity deposited in PubChem by The Scripps Research Institute Molecular Screening Center.
# TAAR1 antag: antagonists of human TAAR1; Q96RJ0; hit rate 1.5% among 360,000; inhibition, % at 3 µM; CHO RD-HGA16 TAAR1, Fluo-8 calcium fluorescence, antagonist;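 active means inhibition above a per-plate cutoff, the mean inhibition of test compounds on that plate plus 3 SD, cut at about 49% in these data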;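 further: 0% = DMSO plus EC80 beta-PEA response and 100% = DMSO alone without agonist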
# Target sequence (Q96RJ0 whole entry, looked up): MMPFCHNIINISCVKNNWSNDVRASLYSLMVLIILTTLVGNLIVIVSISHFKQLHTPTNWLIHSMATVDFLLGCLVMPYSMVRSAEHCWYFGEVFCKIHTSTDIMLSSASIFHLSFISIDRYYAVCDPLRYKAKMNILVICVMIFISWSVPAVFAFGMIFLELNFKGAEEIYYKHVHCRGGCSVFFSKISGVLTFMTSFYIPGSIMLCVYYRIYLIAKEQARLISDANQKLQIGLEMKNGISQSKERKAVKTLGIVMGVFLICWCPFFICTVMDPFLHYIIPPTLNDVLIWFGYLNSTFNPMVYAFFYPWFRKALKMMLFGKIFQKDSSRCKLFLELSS
#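 Assay system: RD-HGA16 CHO cells with stable hTAAR1 and Gα16 / Reagent: EC80 β-phenethylamine stimulus / Doses: 3 µM, single point / Timing: dye loading 75 min at 37 °C, then 30 min room temperature / Measured by: Fluo-8 intracellular calcium dye fluorescence, real-time kinetic reads / Controls: vehicle wells and EC80 agonist wells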
# M1 antag: blocks human M1 muscarinic receptor; CHO-K1 hM1, Fluo-8 calcium fluorescence, ACh EC80 antagonist; AID 588852; inhibition, % at 3 µM; hit rate 1.3% among 360,000; P11229;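 active means percent inhibition above its own plate's cutoff, namely the mean of that plate's compound wells plus 3 SD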;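 further: peak over basal fluorescence ratio during 140 s after agonist addition; 0% = ACh EC80 plus DMSO and 100% = DMSO alone without agonist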
# Target sequence (P11229 whole entry, looked up): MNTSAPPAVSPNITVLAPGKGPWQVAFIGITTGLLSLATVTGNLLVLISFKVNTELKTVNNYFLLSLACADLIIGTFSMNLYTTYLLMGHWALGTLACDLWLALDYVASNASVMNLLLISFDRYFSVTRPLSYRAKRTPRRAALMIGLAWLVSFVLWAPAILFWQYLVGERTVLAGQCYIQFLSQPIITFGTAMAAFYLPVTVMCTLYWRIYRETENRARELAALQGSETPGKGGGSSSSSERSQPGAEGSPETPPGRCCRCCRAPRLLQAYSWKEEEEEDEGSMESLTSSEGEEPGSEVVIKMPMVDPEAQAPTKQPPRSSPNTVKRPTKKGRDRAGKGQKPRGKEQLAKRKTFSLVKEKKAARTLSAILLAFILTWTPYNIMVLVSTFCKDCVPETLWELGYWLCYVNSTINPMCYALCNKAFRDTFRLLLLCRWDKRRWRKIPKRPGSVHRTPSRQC
# CHO-K1 Ca antag: counter-screen for M1 antagonists: effect in parental CHO-K1 cells | hit rate 0.6% among 360,000 | inhibition, % at 3 µM | ATP-induced calcium, Fluo-8 fluorescence;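 active means inhibition above a per-plate cutoff, the plate's mean sample inhibition plus 3 SD, cut at about 24% in these data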;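 further: 0% = DMSO plus EC80 ATP and 100% = DMSO alone without ATP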
# CHO-K1 Ca ag: nonselective activator or artifact in parental CHO-K1 cells; activation, % at 3 µM; Fluo-8 calcium fluorescence; scaled to maximal ATP response, vehicle zero; hit rate 0.48% among 360,000; in the data active means activation above about 15%;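 further: untransfected CHO-K1 host cells lacking M1 receptor as counterscreen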
# CHO-K1 Ca PAM: M1 PAM counterscreen hit in parental CHO-K1 cells. ATP EC20, Fluo-8 calcium fluorescence; 0% at ATP EC20, 100% at ATP max. activation, % at 3 µM. hit rate 0.02% among 360,000;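 active means activation above the run cutoff, the mean activation of all test compounds plus 3 SD, cut at about 40% in these data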;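 further: peak over basal fluorescence ratio in a 140 s read after ATP addition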
# CHO parental Ca: signal in parental CHO cells, OX1R antagonist counter-screen. parental CHO-K1, ATP-induced calcium, Fluo-8 fluorescence. inhibition, % at 5.6 µM. hit rate 0.63% among 330,000;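 active means inhibition above that plate's mean sample inhibition plus 3 SD, cut at about 26% in these data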;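 further: 0% = ATP-challenged DMSO wells and 100% = DMSO wells without ATP; some compounds past the cut are filed as inactive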
#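 material = parental CHO cells | also added = ATP as calcium-mobilizing challenge | dosing = single point at 5.6 µM | detection = intracellular calcium via Fluo-8 no-wash fluorescent dye | read-out = % inhibition | benchmarks = low control ATP plus DMSO, high control DMSO only | repeats = one well per compound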
# M1 ag: agonists of human M1 muscarinic receptor | P11229 | CHO-K1 hM1, Fluo-8 calcium fluorescence, agonist mode; 0% DMSO, 100% acetylcholine EC100 | activation, % at 3 µM | hit rate 0.33% among 360,000;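 active means activation above the run's mean compound activation plus 3 SD, cut at about 16% in these data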;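 further: peak over basal fluorescence ratio within a 140 s kinetic read after compound addition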
# TAAR1 ag: human TAAR1 agonism; hit rate 0.99% among 360,000; CHO RD-HGA16 TAAR1, Fluo-8 calcium fluorescence; vehicle wells 0%, saturating PEA agonist 100%; activation, % at 3 µM; Q96RJ0;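 active means activation above the mean activation of all test compounds in the run plus 3 SD, cut at about 38% in these data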
#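 System: CHO-derived RD-HGA16 cells with stable Gα16 and human TAAR1 / Times: 17-24 h plating, Fluo-8 75 min 37 °C, 30 min RT / Technique: calcium-sensitive Fluo-8 signal, excitation 470-495, emission 515-575 nm / Measure: % activation relative to PEA EC100 response / Benchmarks: DMSO and PEA EC100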
# OXTR potentiator: potentiators of human oxytocin receptor; activation, % at 3 µM; CHO-OTR cells, Fluo-8 calcium fluorescence, potentiator mode; 0% = oxytocin EC15, 100% = EC100; hit rate 0.061% among 320,000;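 active means activation above that plate's cutoff, the mean activation of tested compounds plus 3 SD, cut at about 6.6% in these data, passing the limit was not always enough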;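 further: 100% uses oxytocin at 75 nM as the full agonist control; some results filed as inactive read as strong as hits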
#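 test system = CHO-OTR cells, human receptor | compound = single-point 3.0 µM | schedule = 6 min compound pre-incubation at room temperature, 100 s kinetic read | signal = Fluo-8 no-wash calcium dye fluorescence, excitation 470-495 nm, emission 515-575 nm | repeats = single well per compound, singlicate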
# * hit, by the source's call; . = not tested or not shown.
No.	SMILES	TAAR1 antag	M1 antag	CHO-K1 Ca antag	CHO-K1 Ca ag	CHO-K1 Ca PAM	CHO parental Ca	M1 ag	TAAR1 ag	OXTR potentiator
1	O=C(C[n+]1cccc(C(=O)N/N=C/c2ccc(Br)cc2)c1)c1ccccc1	-1	-11	-17	0.4	11	-12	-7	6	-8
2	COCCn1c(SCc2ccc(Cl)cc2)nc2c1c(=O)[nH]c(=O)n2C	-25	-17	6	0.0	-13	-18	-5	2	-8
3	O=C(NCc1ccc(F)cc1)C1CCCN(C(=O)Nc2ccccc2)C1 (stereo not drawn)	-5	-7	-2	0.2	6	-3	-5	2	-6
4	CCCn1c(N)c(N(CCOC)C(=O)c2c(CC)noc2C)c(=O)[nH]c1=O	-11	1	-5	1.2	7	.	-2	2	.
5	COC(=O)c1ccc(/C=N\N2CCN(c3ccccc3)CC2)cc1	10	-20	-4	0.0	-11	.	0	3	.
6	CCOC(=O)c1cnn2c(N)c(C#N)nnc12	9	-20	-9	1.0	1	2	0	6	-3
7	COc1ccccc1/C=N/NC(=O)c1nnn(-c2nonc2N)c1-c1cccs1	.	-8	-3	1.9	8	-7	-1	.	-10
8	Cn1c(=O)c2c(nc(N3CCOCC3)n2C/C=C/c2ccccc2)n(C)c1=O	-4	12	1	0.6	3	-11	-4	-1	-2
9	CC(C)C[C@H](NC(=O)c1[nH]cnc1C(=O)N[C@@H](C)C(=O)OCc1ccccc1)C(=O)OC(C)(C)C	15	0	-23	-0.6	0	-35	-7	1	-9
10	Cc1oc(C)c(C(N)=O)c1C(N)=O	-22	-32	-11	0.5	18	-9	-1	4	-11
11	CC(NCCc1ccc(O)cc1)C(O)c1ccc(O)cc1 (stereo not drawn)	-1	-13	-16	-0.3	22	-1	-8	5	-8
12	COc1cc2c(cc1OC)C(c1cccs1)N(C(=O)c1ccc(S(=O)(=O)N(C)C)cc1)CC2 (stereo not drawn)	-37	-7	8	-0.1	-18	-8	-4	4	0

# (next part)
No.	SMILES	TAAR1 antag	M1 antag	CHO-K1 Ca antag	CHO-K1 Ca ag	CHO-K1 Ca PAM	CHO parental Ca	M1 ag	TAAR1 ag	OXTR potentiator
13	CC1(C)Cc2c(C#N)c(OCC(=O)c3ccccc3)nc(-c3ccoc3)c2CO1	4	2	4	0.3	1	-21	-3	3	-12
14	COCCCNC(=S)N1CCCN(c2nc3cc(C)c(C)cc3cc2C#N)CC1	15	-10	-16	0.8	20	-19	-5	-1	-14
15	Cc1cc(C2C(=O)c3ccccc3C2=O)c(C)c(C)c1C	5	0	-9	1.1	1	-5	-4	-2	-2
16	O=S1(=O)CCN(Cc2ccccc2C(F)(F)F)CC1	12	-5	-15	1.0	17	-5	-4	3	-1
17	COc1ccc(-c2nc3cc(NC(=S)NC(=O)Cc4ccccc4)ccc3o2)cc1	-1	-3	4	0.1	-1	-7	-3	0	3
18	COC/C=C/C1=CC2=CC(=O)C(C)(OC(=O)c3cnc4ccccc4n3)C(=O)C2=CN1CCOC (stereo not drawn)	0	-16	-9	0.1	0	-18	-1	4	1
19	CCOC(=O)N1CCN(c2c(NCCc3ccccc3)c(=O)c2=O)CC1	3	-10	17	0.0	-10	-6	4	1	-2
20	O=C(CC1OC(=O)c2ccccc21)Nc1cccc(S(=O)(=O)N2CCCCCC2)c1 (stereo not drawn)	20	4	5	2.1	0	-18	-2	9	-14
21	CCCn1c2ccccc2c2nnc(SCC(=O)Nc3cc(C)on3)nc21	-4	-11	-1	0.2	-1	-19	-4	6	-1
22	CCCCN(CC)Cc1ccc(CNC(=S)Nc2ccc(C)cc2Cl)o1	-27	3	-15	0.9	18	-21	-6	3	2
23	CC1CCCCN1C(=O)c1cc2c(=O)n3ccccc3nc2s1 (stereo not drawn)	-16	-10	-5	1.3	5	-9	-3	3	2
24	COc1ccc(CNC(=O)Cn2nnc3ccccc3c2=O)cc1	-23	-3	-7	0.5	8	-5	-4	1	-6

# The list continues.
No.	SMILES	TAAR1 antag	M1 antag	CHO-K1 Ca antag	CHO-K1 Ca ag	CHO-K1 Ca PAM	CHO parental Ca	M1 ag	TAAR1 ag	OXTR potentiator
25	CCN(Cc1ccc2c(c1)OCCO2)S(=O)(=O)c1ccc(NC(C)=O)cc1	2	-5	-12	3.7	7	-8	3	2	-11
26	CC(=O)Nc1ccc(C=NNc2ccc([N+](=O)[O-])cn2)cc1	7	-1	-8	1.6	17	.	-1	21	.
27	COc1ccc(C(C(=O)NCC2CCCO2)N(C(=O)Cn2nnc3ccccc32)c2ccc(NC(C)=O)cc2)cc1OC (stereo not drawn)	-6	-7	-25	0.6	13	-9	0	5	-3
28	CCn1c(COc2ccc(Cl)cc2)nnc1SC1CCc2ccccc2C1=O (stereo not drawn)	-6	2	1	2.3	-4	-14	-6	4	-3
29	CN(Cc1cccs1)c1ncnc2sccc12	19	16	-3	5.5	-4	7	1	6	-24
30	COc1ccccc1CNC(=O)CN(C)CC(=O)Nc1cccc(F)c1	5	-11	-4	2.4	10	-3	-3	8	-18
31	CCSc1nnc(NC(=O)c2ccc(Br)s2)s1	2	7	-6	0.8	7	0	-3	8	-1
32	COCCCNC(=O)c1cc(S(=O)(=O)N2CCC3(CC2)OCCO3)ccc1F	-1	-8	-7	6.5	8	.	-3	3	.
33	O=C1COc2ccc(C(=O)COC(=O)Cc3ccc(Cl)cc3)cc2N1	3	8	-2	2.6	-1	-13	-3	2	-30
34	NNC(=O)c1ccc(CSc2n[nH]c(=O)[nH]c2=O)cc1	2	-15	-8	0.4	4	9	-3	2	1
35	CCN1CCCC1CNC(=O)C(=O)NC(C)C (stereo not drawn)	-9	-3	14	0.2	0	18	-7	0	-20
36	COc1cccc(C2C(C(=O)Nc3nc4ccccc4s3)=C(C)NC3=C2C(=O)CC(C)(C)C3)c1OC (stereo not drawn)	-3	-11	-4	0.0	-2	-21	-3	21	-6

# (cont.)
No.	SMILES	TAAR1 antag	M1 antag	CHO-K1 Ca antag	CHO-K1 Ca ag	CHO-K1 Ca PAM	CHO parental Ca	M1 ag	TAAR1 ag	OXTR potentiator
37	CN(CC(=O)Nc1cccc(F)c1)C(=O)CN1C(=O)C2CC=CCC2C1=O (stereo not drawn)	-10	23	4	5.6	-7	-4	-1	2	-4
38	O=C(OCC(=O)N1CCCCCC1)c1ccc(Cl)c(S(=O)(=O)N2CCCC2)c1	-6	-2	17	16*	-10	-12	-6	8	-12
39	CC1=C(C(=O)N2CCOCC2)CC(CC(=O)NC2CC2)C(=O)N1Cc1ccc(F)cc1 (stereo not drawn)	2	-24	-11	0.8	11	.	-2	0	.
40	OCCNc1nc2nonc2nc1NCCO	7	-2	-5	0.3	13	-4	-5	2	-1
41	COc1cc(CCC(=O)N2CCN(c3ncccn3)CC2)cc(OC)c1OC	5	-7	-17	0.7	24	-3	-5	4	-5
42	O=C(CSc1ccccc1)NCCCc1ccccc1	-33	0	-17	1.0	17	13	-7	5	3
43	O=C1NC[C@@H](Cc2cccc3ccccc23)N(CCc2cccc(F)c2)C1=O	-17	.	12	1.3	-10	.	.	1	.
44	Cc1cc(C)n2c(nc3ccccc32)c1C(=O)NN	-19	-16	7	-0.1	-17	-17	-7	-1	-6
45	Cc1c(NC(=O)CSc2nnc(-c3ccncc3)n2C)c(=O)n(-c2ccccc2)n1C	-19	5	-5	0.5	19	.	-4	3	.
46	CCOC(=O)NN1C(=O)c2ccccc2NC1c1ccccn1 (stereo not drawn)	-2	6	-12	0.4	19	-2	-3	0	-1
47	CC(NC(=O)c1cc(-c2ccc3c(c2)OCO3)nc2ccccc12)C(C)(C)C (stereo not drawn)	16	-1	-4	0.2	16	-15	-5	7	-12
48	CC(SC1CCCC1)C(=O)Nc1ccnn1C(C)C (stereo not drawn)	7	-4	-4	0.6	19	-6	-3	10	2

# Further compounds
No.	SMILES	TAAR1 antag	M1 antag	CHO-K1 Ca antag	CHO-K1 Ca ag	CHO-K1 Ca PAM	CHO parental Ca	M1 ag	TAAR1 ag	OXTR potentiator
49	Cc1cc([N+](=O)[O-])nn1CC(=O)NCCc1c[nH]c2ccccc12	8	-7	7	0.5	-12	-12	0	2	-4
50	C=C1CC2C(CCC3(C)C2CCC3(O)C(C)=O)C2(C)CCC(=O)C=C12 (stereo not drawn)	13	-20	-11	1.0	20	-9	-7	6	-9
51	COCCCn1c(C)cc(C(=O)CN2c3cccc4cccc(c34)S2(=O)=O)c1C	19	5	-6	1.8	-16	-9	-1	23	-11
52	CCOC(=O)n1c(=O)oc2ccccc21	-12	-4	-13	-0.2	-3	-5	-1	0	8
53	O=C(NC12CC3CC(CC(C3)C1)C2)c1cccc(OC(F)F)c1	-8	-9	-10	2.2	10	-16	-6	4	-14
54	O=C(O)CCC(=O)OCc1c(-c2ccccc2)ncc2ccccc12	19	-8	-9	0.1	2	-15	-6	7	-3
55	Cc1ccc(CNC(=O)CCC2CCCN(Cc3ccc4cccc(F)c4n3)C2)o1 (stereo not drawn)	-7	.	.	.	.	-34	.	3	-9
56	O=C(N/N=C/c1ccccc1Br)C1CC1	2	-6	-4	0.0	-2	2	-2	10	-8
57	CC(Sc1nnc(COc2ccc([N+](=O)[O-])cc2)n1C)C(=O)O (stereo not drawn)	-3	13	1	0.2	14	-1	-3	0	-12
58	COc1cccc(NC(=O)COC(=O)CCOc2ccccc2OC)c1	-14	2	-10	13	4	-20	-2	2	-1
59	Cc1nn2c(SCC(=O)c3cccs3)cc(C(C)(C)C)nc2c1-c1ccccc1	15	0	16	-0.5	-7	-20	0	2	1
60	Cc1ccc(N2C(=O)CC(Sc3nc(C)cc(C)n3)C2=O)cc1 (stereo not drawn)	5	-19	8	0.2	-15	-13	0	2	-4

# Continued:
No.	SMILES	TAAR1 antag	M1 antag	CHO-K1 Ca antag	CHO-K1 Ca ag	CHO-K1 Ca PAM	CHO parental Ca	M1 ag	TAAR1 ag	OXTR potentiator
61	COc1ccccc1C(=O)OCC(=O)NC12CC3CC(CC(C3)C1)C2	-6	-9	-15	-0.1	11	.	-3	1	.
62	CC(C)[C@@H]1Cc2[nH]n(C)c(=O)c2[C@H](c2ccc(F)cc2)O1	5	.	-16	0.6	12	.	.	3	.
63	COc1ccc2[nH]c(=O)c(CN(C(=O)c3cccnc3)c3ccccc3OC)cc2c1	7	-10	-19	1.6	20	-19	-1	3	-4
64	COc1ccc2c(=O)c(C(=O)O)c(-c3ccc4c(c3)OCO4)n(C)c2c1	-2	-3	-6	0.2	20	4	-3	0	-11
65	Fc1ccc(F)c(CN2CCN(c3ncccn3)CC2)c1	.	-7	-15	0.6	31	-8	-8	.	-3
66	COc1ccc(S(=O)(=O)N2CCCC(C(=O)NCc3ccccc3)C2)cc1 (stereo not drawn)	6	-5	-9	-0.8	2	-16	1	0	-7

# Rows were taken by chance; 4.2% or so of the library scored in one or more.
